Screening data as filed in PubChem BioAssay.
DAGLB inhibitor: DAGLB lipase inhibitors, primary screen, biochemical, fluorescence, HTS. inhibition, % at 5.17 µM. HEK293T DAGLB membrane lysate, EnzChek fluorogenic substrate. hit rate 0.059% among 340,000; in the data active = inhibition above about 34%;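 also: 0% = enzyme with vehicle and 100% = wells lacking enzyme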
C-LANA FP: inhibitors of KSHV C-LANA binding to DNA, primary screen, biochemical, fluorescence polarization, FAM-LBS DNA, MBP-C-LANA, single point. Kaposi's sarcoma herpesvirus LANA C-terminal domain (residues 932-1162) DNA binding. inhibition, % at 9 µM. hit rate 0.078% among 340,000;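 active = highest replicate inhibition at or above 60% at 9 µM, even if other replicates fall short; inactive = all replicates below 60% inhibition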;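 also: 0% = neutral control wells and 100% = 4 µM acridine orange control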
PKA-R2B act: activators of PKA-R2B holoenzyme, primary screen, biochemical, fluorescence polarization, Cy5-IP20, human. cAMP-dependent protein kinase catalytic subunit beta (Homo sapiens) + cAMP-dependent …. PKA-R2B holoenzyme dissociation; R2B truncated from residue 108, S112A mutant; 0% DMSO only, 100% 113 µM cGMP. activation, % at 11.4 µM. hit rate 0.079% among 340,000. AID 504700, 2011;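 active = activation above a cutoff set at the mean over all compounds plus 3 SD, cut at about 18% in these data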;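 also: higher means more holoenzyme dissociation and a rise in polarization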
Target sequence (P31323 whole entry, looked up, other chains not shown, the tested form may be a part): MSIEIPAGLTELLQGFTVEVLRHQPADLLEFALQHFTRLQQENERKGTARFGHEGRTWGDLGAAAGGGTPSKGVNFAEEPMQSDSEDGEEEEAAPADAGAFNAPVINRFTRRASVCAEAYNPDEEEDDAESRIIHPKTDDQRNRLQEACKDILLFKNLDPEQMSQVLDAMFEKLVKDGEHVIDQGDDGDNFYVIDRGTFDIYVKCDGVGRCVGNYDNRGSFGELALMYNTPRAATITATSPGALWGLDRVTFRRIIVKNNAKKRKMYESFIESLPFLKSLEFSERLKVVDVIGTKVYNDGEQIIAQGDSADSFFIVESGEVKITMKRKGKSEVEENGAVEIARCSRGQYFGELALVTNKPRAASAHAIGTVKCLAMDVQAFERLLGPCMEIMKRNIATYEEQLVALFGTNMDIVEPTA
Rtt109 Vps75: inhibitors of C. albicans Rtt109/Vps75 HAT, primary screen, biochemical, ThioGlo CoA-SH fluorescence, plate reader | Histone acetyltransferase RTT109 (Candida albicans (strain SC5314 / ATCC MYA-2876)), … | purified Rtt109/Vps75, 4 h | inhibition, % at 34.9 µM | hit rate 0.16% among 330,000 | AID 540336, 2011;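 active = inhibition of at least 50% in every replicate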
Keap1-Nrf2 PPI: Keap1-Nrf2 protein-protein interaction inhibitors, primary screen, biochemical, fluorescence polarization, single point | Keap1 Kelch-Nrf2 peptide fluorescence polarization, 1536-well | inhibition, % at 9.4 µM | hit rate 0.15% among 340,000 | AID 504523, 2011; in the data active = inhibition above about 12%;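 also: human Keap1 Kelch domain with fluorescein labeled Nrf2 9mer peptide probe; 0% = neutral control wells and 100% = peptide positive control; higher means more block of Keap1 binding to Nrf2 peptide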
Target sequence (Q14145 whole entry, looked up, the tested form may be a part): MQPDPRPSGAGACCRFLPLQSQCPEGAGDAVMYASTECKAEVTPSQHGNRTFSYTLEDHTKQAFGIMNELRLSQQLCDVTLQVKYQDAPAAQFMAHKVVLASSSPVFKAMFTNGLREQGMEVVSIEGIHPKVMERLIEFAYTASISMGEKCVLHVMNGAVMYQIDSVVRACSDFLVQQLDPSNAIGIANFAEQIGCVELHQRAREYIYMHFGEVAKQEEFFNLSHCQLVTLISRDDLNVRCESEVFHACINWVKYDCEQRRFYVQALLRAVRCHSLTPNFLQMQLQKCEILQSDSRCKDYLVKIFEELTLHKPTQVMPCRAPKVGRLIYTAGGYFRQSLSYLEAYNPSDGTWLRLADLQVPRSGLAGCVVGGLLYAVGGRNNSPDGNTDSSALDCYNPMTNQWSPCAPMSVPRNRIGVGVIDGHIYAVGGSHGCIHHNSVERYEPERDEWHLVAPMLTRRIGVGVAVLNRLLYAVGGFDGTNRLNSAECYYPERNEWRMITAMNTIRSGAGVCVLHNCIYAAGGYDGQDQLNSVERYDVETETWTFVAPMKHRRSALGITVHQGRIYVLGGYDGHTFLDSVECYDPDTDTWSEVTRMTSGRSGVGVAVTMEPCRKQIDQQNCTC
CAL PDZ FP-1: untagged CAL PDZ binding inhibitors, primary screen, biochemical, fluorescence polarization, HTS; inhibition, % at 24.9 µM; Golgi-associated PDZ and coiled-coil motif-containing protein (Homo sapiens), Q9HD26; AID 602252, 2012; purified CAL PDZ, TMR-peptide fluorescence polarization, 1 h; hit rate 0.92% among 300,000;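 active = mean inhibition of at least 30% with at least half of replicates also reaching 30%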;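 also: 0% = DMSO neutral control and 100% = excess unlabeled competitor peptide PRC23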
RTF Ca sens act: cardiac RTF calcium sensitivity activators, primary screen, biochemical, IANBD-TnC fluorescence, EC20 calcium. Troponin I, cardiac muscle (Homo sapiens) + Troponin T, cardiac muscle (Homo sapiens) + …. hit rate 0.24% among 340,000. activation, % at 7.2 µM. IANBD-labeled TnC RTF fluorescence at EC20 calcium; 0% EC20 calcium, 100% full calcium;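 active = activation above the mean over all tested compounds plus 3 SD, cut at about 30% in these data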;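 also: rise in fluorescence read as greater calcium sensitivity of cardiac thin filaments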
Cardiac RTF inh: cardiac RTF calcium sensitivity inhibitors, primary screen, biochemical, IANBD-TnC fluorescence, EC70 calcium | Troponin I, cardiac muscle (Homo sapiens) + Troponin T, cardiac muscle (Homo sapiens) + … | IANBD-labeled cardiac RTF, Ca2+ fluorescence | inhibition, % at 7.15 µM | hit rate 0.12% among 340,000 | AID 493244, 2011;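 active = inhibition above the mean inhibition of all tested compounds plus 3 SD, cut at about 17% in these data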;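 also: assay run at fixed EC70 calcium of 1.6 mM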
SR-BI uptake up: activators of SR-BI mediated DiI-HDL uptake, primary screen, ldlA[mSR-BI] CHO cells, DiI fluorescence | 3 h; 100 = double the neutral-control signal | activation, % at 12.5 µM | hit rate 0.096% among 320,000;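 active = mean replicate activation of at least 60% and every replicate at or above 60%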;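 also: 0% = median plate neutral-control signal and 100% = twice that signal; values of inactives mirror those of a sister screen read the other way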
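Assay system: CHO ldlA[mSR-BI] cells, LDL receptor-null, SR-BI overexpressing; medium: Ham's F12 with 0.5% BSA, HEPES 25 mM, pH 7.4; also added: DiI-HDL 10 µg/mL; timing: 3 h uptake period with compound, 37 °C; signal: DiI fluorescence, bottom read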
CAL PDZ FP-2: CAL PDZ peptide-binding inhibitors, primary screen, biochemical, fluorescence polarization, Cer-tagged CAL PDZ, HTS; purified CAL PDZ, TMR-peptide fluorescence polarization, 1 h; hit rate 0.02% among 330,000; AID 504414, 2011; Golgi-associated PDZ and coiled-coil motif-containing protein (Homo sapiens), Q9HD26; inhibition, % at 20 µM;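 active = highest replicate inhibition of at least 40%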;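 also: plate controls were DMSO neutral control wells for no effect and unlabeled competitor peptide control wells for full effect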
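Material: tagged CAL PDZ protein CerCALP, purified; buffer or medium: sodium phosphate/NaCl buffer pH 7.4 with TCEP, IgG, Thesit; also added: fluorescent TMR peptide probe; schedule: 1 h incubation at room temperature before polarization reading; technique: fluorescence polarization from S- and P-plane intensities, G-factor corrected; control set: unlabelled peptide and DMSO controls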
Starred values were filed as active, the others as inactive; nt = no result given. Rows are unselected, and some 1.6% of all compounds hit somewhere here.

SMILES	DAGLB inhibitor	C-LANA FP	PKA-R2B act	Rtt109 Vps75	Keap1-Nrf2 PPI	CAL PDZ FP-1	RTF Ca sens act	Cardiac RTF inh	SR-BI uptake up	CAL PDZ FP-2
COc1ccccc1CN1CCCCC1C(=O)O (stereo not given)	0	-0.5	-2	0	2	5	11	-6	7	-0.8
CC(=O)c1c(C)[nH]c(C(=O)Nc2nccs2)c1C	-3	-1.0	-1	1	0	-3	2	-1	-33	-0.9
CCOC(=O)N1CCC(NC(=O)c2cc3c(-c4ccc(OC)c(OC)c4)nn(C)c3s2)CC1	-2	-1.0	-10	2	-2	-5	-3	-9	-42	-1.1
Cc1ccccc1CSc1nnc([C@@H]2CCCN2)o1	-9	-2.9	8	0	-5	-2	11	0	2	-1.2
O=C(N/N=C/c1ccc(Cl)c([N+](=O)[O-])c1)c1cc(-c2ccccc2)nc2ccccc12	-2	-0.6	5	2	1	-2	-6	4	-22	-2.3
CCCC/C=C1/CCC(CN(C)C)C1=O (stereo not given)	-3	-0.2	-3	8	-6	-2	-6	2	13	1.0
CN(CCO)c1cc(Sc2nc3ccccc3s2)c2nonc2c1[N+](=O)[O-]	0	-1.8	-4	-1	-2	nt	4	-2	25	-3.0
Cc1ccc(SCC(=O)NC2CCCCCC2)cc1	-3	-1.6	-4	-4	3	-5	-1	0	19	-3.3
COC(=O)c1ccc(CN2CCCC(CNC(=O)Cc3ccc(OC)cc3)C2)cc1 (stereo not given)	1	3.1	0	7	-2	-4	2	-5	0	0.2
O=C(CSc1ncnc2sc3c(c12)CCCC3)c1ccccc1	-4	1.5	-8	0	-5	-3	7	-14	-36	-2.4
Cc1ccc(Nc2nnc(SC(C)C(=O)NCC3CCCO3)s2)cc1 (stereo not given)	1	0.4	-8	0	-2	0	0	4	-16	-0.7
O=C(Nc1ccccc1O)c1ccccc1O	0	-0.6	-7	1	-2	0	4	-3	-2	-1.0

3 of the entries above in order of the DAGLB inhibitor value, high to low:
structure,DAGLB inhibitor,C-LANA FP,PKA-R2B act,Rtt109 Vps75,Keap1-Nrf2 PPI,CAL PDZ FP-1,RTF Ca sens act,Cardiac RTF inh,SR-BI uptake up,CAL PDZ FP-2
O=C(Nc1ccccc1O)c1ccccc1O,0,-0.6,-7,1,-2,0,4,-3,-2,-1.0
O=C(N/N=C/c1ccc(Cl)c([N+](=O)[O-])c1)c1cc(-c2ccccc2)nc2ccccc12,-2,-0.6,5,2,1,-2,-6,4,-22,-2.3
Cc1ccc(SCC(=O)NC2CCCCCC2)cc1,-3,-1.6,-4,-4,3,-5,-1,0,19,-3.3

Remaining list, next part.
SMILES	DAGLB inhibitor	C-LANA FP	PKA-R2B act	Rtt109 Vps75	Keap1-Nrf2 PPI	CAL PDZ FP-1	RTF Ca sens act	Cardiac RTF inh	SR-BI uptake up	CAL PDZ FP-2
CCOc1ccc(OCCC(=O)OCC(=O)N2CCN(S(=O)(=O)c3ccc(C)cc3)CC2)cc1	-1	-0.3	-3	2	-11	-2	2	1	0	-0.4
N#Cc1c(-c2ccc(F)cc2)ccnc1N1CCOCC1	-3	-0.2	6	-3	1	nt	3	-3	8	0.2
COC(=O)c1sccc1NS(=O)(=O)c1ccc(F)cc1F	-9	5.3	2	7	5	-2	-9	-15	-10	-0.9
Cc1[nH]n(-c2ccccc2)c(=O)c1C=Nc1ccc2[nH]c(=O)[nH]c2c1	-2	0.6	4	2	1	-2	4	-6	0	0.2
CCOCCn1c(CN2CCN(C(=O)c3ccco3)CC2)nc2c1c(=O)n(C)c(=O)n2C	-4	-1.1	-8	8	0	nt	1	4	19	-0.8
O=S(=O)(/N=C(/Nc1ccccc1)C(F)(F)F)c1ccccc1	0	-1.9	-2	2	1	1	10	-15	27	1.3
Cc1nc2ccccc2n1CC(=O)NN	2	-0.5	-2	4	-4	4	-4	-10	27	-1.5
O=P1(NC2CCCCC2)OCC2(CO1)COP(=O)(NC1CCCCC1)OC2 (stereo not given)	1	1.3	0	1	-4	-7	1	-13	-11	-3.1
COCCCn1c(SCc2nc3ccccc3c(=O)[nH]2)nc2ccccc2c1=O	1	1.5	-2	-4	1	0	1	-4	-13	1.2
O=C(NCc1ccco1)c1cc([N+](=O)[O-])ccc1N1CCOCC1	-1	0.0	8	4	-4	0	-2	-14	nt	-2.9
CCOC(=O)C1=C(C)NC(=O)NC1c1ccccc1 (stereo not given)	3	1.5	-15	0	-2	-1	5	-17	16	-0.9
CC1CCCCC1NC(=O)c1cccc(N2C(=O)C3C4C=CC(C4)C3C2=O)c1 (stereo not given)	1	-1.8	-1	-12	-5	-3	-4	-7	11	0.5
CC(C)(CNC(=O)c1ccc(Br)o1)CNC(=O)c1ccc(Br)o1	2	0.3	0	-6	0	-5	1	9	nt	-2.6
Cn1c(SCC(=O)NNC(=O)Nc2ccccc2)nnc1-c1ccccc1	0	-0.6	3	2	-2	-1	-9	8	9	0.4
COc1ccc(S(=O)(=O)N2CCCCC2)cc1NC(=O)CNc1ccccc1N1CCCC1=O	1	1.5	-20	8	-4	-2	-2	-10	-58	-0.2
CN(C(=O)COC(=O)C1COc2ccccc2O1)c1c(N)n(Cc2ccccc2)c(=O)[nH]c1=O (stereo not given)	2	1.0	0	7	-1	-5	6	2	18	0.3
COc1cc(/C=C/C(=O)c2ccc(NS(=O)(=O)c3ccc(C)cc3)cc2)cc(OC)c1O	3	1.5	-15	12	3	-1	2	-7	-29	-1.8
CCOCC(=O)Nc1cccc(-c2nc3cccnc3s2)c1C	-2	0.0	11	-4	-5	2	3	2	-13	-0.7
O=C(CSc1nnc2ccc(-c3ccccn3)nn12)Nc1ccc(F)cc1F	2	-1.3	4	-11	3	-2	-5	-13	5	-2.4
N#CCCN(C(=O)CN1CCN(S(=O)(=O)c2ccc(Cl)s2)CC1)c1ccc(F)cc1	-1	0.5	-13	2	-2	nt	-3	-6	26	-0.8
C/C(Cn1nnc2ccccc21)=N\OC(=O)c1ccccc1C	0	0.3	10	4	-2	-1	1	3	53	-2.9
CCCN(CC(=O)Nc1ccc(C(N)=O)cc1)CC(=O)Nc1ccc(F)c(F)c1F	-1	-0.6	-8	4	-3	-2	-6	-6	-15	-1.3
CN(C)S(=O)(=O)c1cccc(NC(=O)COc2ccccc2C(=O)NCc2ccccc2)c1	-1	-0.9	-13	-3	-3	-5	3	-1	-2	-1.5
O=[N+]([O-])c1ccc(COc2ccc(CN3CCOCC3)cc2)cc1	0	-0.4	-8	-2	-3	-3	-6	-7	6	0.1
Cc1nc(C)n(CC(C)C(=O)N2CCN(S(=O)(=O)c3ccccc3)CC2)n1 (stereo not given)	-1	-0.5	0	-21	-6	nt	-1	-20	nt	-3.5
Cc1cc(C)c2c(N)c(C(=O)C(C)(C)C)sc2n1	1	1.4	-1	4	1	-3	1	-15	17	-3.5
Cn1c(N)c(C(=O)c2cc(-c3ccccc3)nc3ccccc23)c(=O)n(C)c1=O	-4	0.5	-2	-2	3	-3	-2	-6	-3	-0.2
COc1ccc(-n2c(C)nc3cc(C(=O)O)ccc32)cc1	-1	-0.2	-10	-6	5	-2	-2	-3	24	-2.8
COC(=O)C(CC(=O)CNC(=O)c1ccccc1)NC(=O)c1ccccc1 (stereo not given)	1	0.1	-8	0	0	nt	2	5	33	0.8
Cc1c(/C=C2\NC(=O)NC2=O)c2ccccc2n1C	0	-3.2	0	0	-1	-1	0	-14	-21	0.2
O=C1NC(=O)/C(=C\c2ccc(Cl)nc2)S1	3	1.8	-7	-4	-3	2	-7	3	26	-0.4
Cn1c(Cn2c3ccccc3c3ccccc32)n[nH]c1=S	8	0.3	1	2	3	0	4	-5	20	-0.6
O=S(=O)(NCCc1ccccc1)c1cccc2nsnc12	-1	-0.3	-2	-4	2	-4	-2	-8	-5	0.5
Cc1cccc(NC(=S)NC2CC3CCCC(C2)N3Cc2ccco2)c1 (stereo not given)	-2	-0.5	3	17	-2	-2	0	-2	-6	-1.4
CCn1c2ccccc2c2nnc(SCCN3CCOCC3)nc21	-1	-1.0	2	-12	-1	-9	-2	-1	1	-0.5
CC(C)C[C@H](NC(=O)C1(c2ccccc2)CCN(C(=O)[C@H]2CSCN2C(=O)OC(C)(C)C)CC1)C(=O)O	-1	-0.9	3	-1	0	-1	-6	3	16	-3.7
CN(CC(=O)Nc1ccccc1Cl)C(=O)CSc1ncc(C(F)(F)F)cc1Cl	-1	1.3	-1	4	4	-2	2	1	9	0.0
CCCCN1CC(C(=O)NC2CCCCC2)CC1=O (stereo not given)	-1	-1.7	7	-12	0	-1	-3	-7	27	-0.3
COc1cc(/C=C(\C#N)C(=O)Nc2ccccc2)ccc1OCCN1CCOCC1	1	0.6	11	6	-1	2	-2	-9	-55	-6.2
CCCC(=O)Nc1ccc(S(=O)(=O)Nc2nccs2)cc1	-1	-0.9	-7	0	-3	-2	3	-3	14	0.2
COc1ccc(-c2noc(CCC(=O)Nc3ccc4c(c3)OCCO4)n2)cc1	-1	0.9	1	7	4	-5	-1	0	-14	nt
CCOC(=O)c1[nH]c2ccc(OC)cc2c1NC(=O)NC(C)C	-1	0.5	1	-2	-2	-2	1	-5	22	-1.1
CC(C)c1ccc2oc(-c3ccc(NC(=O)c4ncn[nH]4)cc3)nc2c1	3	-0.1	1	-8	-3	-3	0	1	-28	-2.5
Cc1ccc(NC(=O)Cn2nc(C(=O)Nc3ccc(C)cc3)ccc2=O)cc1	4	0.2	13	-6	3	0	-1	-9	-6	-3.4
COc1ccccc1OCC(=O)NNC(=O)C(=O)N1CCCC1	2	-1.7	-1	3	3	1	1	-3	32	-0.4
COCCn1c(SCC(=O)Nc2cc(OC)ccc2OC)nc2c(c1=O)SC(C)C2 (stereo not given)	-2	17	0	0	2	-3	-4	1	-24	-0.5
O=C(NNC(=O)c1ccc(-n2cncn2)c([N+](=O)[O-])c1)c1cccc(Cl)c1	1	-1.4	0	-6	-2	0	4	-2	-27	0.0
